Compound activity from PubChem BioAssay.
INS-1E GSIS act – GLuc luminescence reporter in INS-1E cells, primary screen for activators of glucose-dependent secretion of insulin. INS-1E GLuc reporter insulin secretion, 2-3 h. activation, % at 16.6 µM. hit rate 0.61% among 370,000. AID 743287;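 active = lowest replicate activation of at least 40%, so every replicate reaches that level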;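 also: 0% = median of neutral control wells and 100% = median of IBMX positive control wells; some compounds called inactive have numbers as strong as hits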
DENV2 CPE rescue – protects cells from dengue virus 2 cytopathic effect; DENV2-infected cells, cytopathic effect rescue, plate reader; CPE inhibition, % at 9.99 µM; hit rate 1.7% among 350,000; AID 651640; in the data active = CPE inhibition above about 20%, passing the limit was not always enough; inconclusive = no clear call, values can overlap the other calls; tested in BHK-21 cells;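 also: 0% = median of neutral control wells and 100% = median of positive control wells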
PAX8 reporter – PAX8 transcriptional activity inhibition. inhibition, % at 12.6 µM. hit rate 1.2% among 360,000. AID 652154. RMG-I TPO-luciferase reporter, SteadyGlo, 24 h;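 active = mean replicate inhibition at least 60% with every replicate also reaching 60%; inconclusive = only one of the two criteria is met; inactive = mean below 60% and not all replicates reaching 60%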;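 also: luciferase light reporting Pax8 driven TPO promoter activity; plate controls were median of neutral control wells for no effect and mitoxantrone controls for full effect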
FN deposition inh – fibronectin deposition inhibition; AH1F fibroblasts, Alexa488-fibronectin deposition fluorescence, overnight; inhibition, % at 12.6 µM; hit rate 0.086% among 350,000;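 active = mean inhibition across replicates of 30% or more, regardless of how many single replicates reach that level; inconclusive = mean under 30% yet at least half of replicates reach 30%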;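 also: positive control wells lacked labelled fibronectin entirely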
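test system = AH1F fibroblasts assembling fluorescent fibronectin matrix | quantity = 10000 AH1F cells per well | buffer or medium = DMEM plus 2% serum, read in PBS | doses = single dose, pinned | incubation = 1 h cell attachment, overnight exposure to compound and label | detection = fluorescence at 485 nm excitation, 525 nm emission | read-out basis = inhibition from reduced deposited-fibronectin fluorescence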
EWS-Fli block – inhibitors of EWS/Fli oncoprotein transcriptional activity. hit rate 0.67% among 350,000. A673 NR0B1-luciferase reporter, viability-normalised. inhibition, % at 12.6 µM. AID 651661;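 active = mean inhibition of at least 50% after viability correction, with every replicate also passing that limit; inconclusive = mean reaches 50% but only one of two replicates passes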;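 also: firefly luciferase signal divided by Alamar Blue viability fluorescence both relative to DMSO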
miR122 inh – blocks miR-122 activity in Huh7 sensor cells; Huh7 miR-122 Renilla luciferase sensor, 48 h; neutral wells = 0, positive control = 100; hit rate 0.3% among 340,000; activation (reporter increase), % at 12.5 µM; AID 602342;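 active = mean replicate activation score at least 90 and every replicate individually at or above 90; inconclusive = only one of the two criteria met; inactive = neither criterion met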;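 also: higher luciferase means less miR-122 activity so hits act as miR-122 inhibitors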
F508del corr – CFTR F508del correction in bronchial cells. CFBE cells, YFP halide quenching; stimulated with forskolin plus potentiator P3; % fluorescence drop versus neutral controls. activity (quench increase), % at 7.58 µM. hit rate 0.36% among 350,000;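 active = mean added fluorescence quench of at least 8% versus neutral control, with both replicates also reaching 8%; inconclusive = only one of the mean or replicate conditions met; inactive = mean below 8% and not both replicates reaching 8%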;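 also: cells transiently co-express mutant CFTR-F508del with the halide-sensitive YFP; corrector assay measuring rescue of mutant channel to the surface after 24 h compound exposure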
* marks the source's active call; other numbers are inactive results; ? = inconclusive; · = not tested or not shown; [ ] = another dose, or the depositor's remark.

SMILES	INS-1E GSIS act	DENV2 CPE rescue	PAX8 reporter	FN deposition inh	EWS-Fli block	miR122 inh	F508del corr
COCCN(Cc1cc2cc(C)ccc2n2nnnc12)C(=S)Nc1cccc(C)c1	12	-6	0	2	-5	2	3.1
C[C@@H]1CN([C@@H](C)CO)C(=O)c2cc(NC(=O)c3ccccc3)ccc2O[C@@H](C)CCCCO[C@H]1CN(C)C(=O)Nc1ccccc1	-15	8	-7	-9	-4	4[16.7 µM]	-0.7
CCOC(=O)C1=C(Cn2cnc3ccccc32)NC(=O)NC1c1ccc(Cl)cc1 (configuration not stated)	-33	-3	·	·	3	-3	-0.9
CCC(C(=O)NC1CCCC1)N(C(=O)Cn1nnc(-c2ccc(C)o2)n1)c1ccccc1OC (configuration not stated)	-14	1	11	-4	8	2	0.3
O=S(=O)(c1ccccc1F)N1[C@@H]2CNC[C@H]1C2c1ccc(-c2cncnc2)cc1 (some centres not stated)	16	-1	·	-7	6	·	1.2
O=C(NCc1ccncc1)C1CCN(S(=O)(=O)c2ccccc2)CC1	32	-5	1	3	-4	·	1.7
C[C@H](CO)N1C[C@H](C)[C@H](CN(C)C(=O)CCC(F)(F)F)OCCCC[C@H](C)Oc2ccc(N(C)C)cc2C1=O	-3	12	12	·	-6	1[16.7 µM]	-2.3
Cc1cc(C)c([C@@H]2C[C@H]3CN(C4CCCC4)C(=O)[C@]34CCCN24)c(-n2cccn2)c1	-22	1	-10	38*	1	2	1.7
COc1ccc(S(=O)(=O)Nc2ccc3c(c2)C(=O)N([C@@H](C)CO)C[C@H](C)[C@H](CN(C)S(=O)(=O)c2ccc(OC)cc2)O3)cc1	-9	-10	-14	·	4	6[16.7 µM]	-1.5
CN1[C@@H]2c3ccc(-c4ccncc4)c(=O)n3C[C@H]1[C@H](CO)[C@H]2C(=O)NC1CCCCC1	5	1	-8	·	-1	7[16.7 µM]	-2.0

2 compounds from above with just FN deposition inh.
SMILES	FN deposition inh
O=S(=O)(c1ccccc1F)N1[C@@H]2CNC[C@H]1C2c1ccc(-c2cncnc2)cc1 (some centres not stated)	-7
O=C(NCc1ccncc1)C1CCN(S(=O)(=O)c2ccccc2)CC1	3

Additional entries.
SMILES	INS-1E GSIS act	DENV2 CPE rescue	PAX8 reporter	FN deposition inh	EWS-Fli block	miR122 inh	F508del corr
CCC(C)NC(=O)c1ccc2c(c1)S(=O)(=O)c1ccccc1C2=O (configuration not stated)	3	13	-1	4	·	-5	3.5
COc1ccc(/C=C/C(=O)OCC(=O)Nc2cc(C(F)(F)F)ccc2Cl)cc1	0	-7	7	-10	5	·	-0.8
COc1ccc(C(=O)OCCCOC(=O)c2ccc(OC)cc2OC)c(OC)c1	7	-6	8	-1	0	-5	-1.8
Cc1ccc(NC(=O)NNc2cccc(Cl)n2)cc1	13	·	-6	1	·	16	·
O=C(NCC[C@H]1CC[C@H](NS(=O)(=O)c2ccc(Cl)cc2)[C@@H](CO)O1)c1ccccc1F	12	7	13	·	-2	·	2.5
CC(=O)c1cccc(NC(=O)N2CCC(C(=O)c3ccc(F)cc3)CC2)c1	-14	3	21	5	16	-6	-0.8
CC1Cc2ccccc2N1C(=O)C1CCN(S(=O)(=O)Cc2ccccc2)CC1 (configuration not stated)	·	·	-1	-3	·	-8	·
CC(NC(=O)Cc1ccccc1)c1ccc(F)cc1 (configuration not stated)	-8	2	1	4	8	·	1.1
Cc1nc(C)c(-c2csc(Nc3ccc(Cl)cn3)n2)s1	9	?	-4	6	-27	-13	-2.2
Cc1cccnc1N1C(=O)c2ccc(C(=O)O)cc2C1=O	4	1	-13	3	2	-4	-2.0
O=C(NCC1CCCCC1)[C@@H]1N[C@@H]2c3ccc(-c4ccccc4F)c(=O)n3C[C@@H]2[C@H]1CO	-2	2	·	·	3	·	·
CCCCCn1c(=O)[nH]c2cc(C(=O)N3CCN(c4ccc(C(C)=O)cc4)CC3)ccc2c1=O	12	0	46	5	49	·	-6.6
Cn1c(CC(=O)Nc2cccc(Cl)c2Cl)nnc1SCC(=O)NC1=NCCS1	15	-7	9	-3	-8	·	-1.1
Cc1ccc(C)c(C(=O)Nc2ccncc2)c1	10	-6	-12	2	11	0	5.0
CC(=O)Nc1ccc(NC(=O)CN(C)S(=O)(=O)c2ccc3c(c2)CCC(=O)N3)cc1	31	9	-20	-10	-3	2	1.9
COc1cccc(N2CN(CCc3ccccc3)CNC2=S)c1	3	-2	11	-6	-10	1	-2.7
CCCCCCCc1c(O)nc(SCCN(C)C)[nH]c1=O	16	2	2	-1	-8	-4	1.2
CCOc1cc(N2CCOCC2)c(OCC)cc1NC(=O)COC(=O)c1c(CC)noc1C	-9	-1	-3	1	-4	·	-0.4
CCC(C)Nc1nc2c(c(=O)[nH]c(=O)n2C)n1CCOc1ccccc1 (configuration not stated)	20	6	7	-6	-1	-4	0.7
CCCC(=O)N(Cc1cc(=O)[nH]c2ccccc12)c1cccc(C)c1	-3	29*	5	1	15	-5	-2.0
CCOC(=O)/C(=N\Nc1ccccc1Cl)N1CCN(C)CC1	10	0	41	-5	4	2	·
Cc1ccc2nc(-c3ccc(SCC(=O)Nc4nc(C)cs4)nc3)[nH]c2c1	-14	·	-42	·	·	2	·
Cc1sc(NC(=O)c2ccccc2)c(C(c2ccccn2)N2CCN(CCO)CC2)c1C (configuration not stated)	8	·	2	7	·	·	·
CCOC(=O)c1ccccc1NC(=O)COC(=O)CCCOc1ccccc1	56*	-2	6	-4	-2	·	-0.2
O=C(N/N=C/c1c[nH]c2ccccc12)C1CC1c1ccccc1 (configuration not stated)	-25	-3	43	0	16	·	2.7
O=C(O)c1cnn2c(C(F)(F)F)cc(-c3ccco3)nc12	1	·	·	-10	·	3	·
COc1ccc(NS(=O)(=O)c2cccc(C(=O)N3CCOCC3)c2)cc1	8	1	-10	-4	1	5	2.3
COc1cccc(C(C(=O)NC2CCCCC2)N(C(=O)c2csnn2)C2CC2)c1 (configuration not stated)	5	2	20	0	5	-4	-1.1
COc1cc(S(=O)(=O)n2nc(C)cc2C)c(OC)cc1Cl	13	-5	·	·	2	14	-2.0
CSc1ccc(CN2CCC2(C)C(=O)Nc2ccc(C)c(O)c2)cc1 (configuration not stated)	-12	1	18	-1	1	-1	-0.3
CCNC(=O)C1(C)CCCN1Cc1c(F)cccc1F (configuration not stated)	11	-9	1	-4	15	-3	-4.3
COCC(=O)Nc1ccc2c(c1)C(=O)N(C)C[C@@H](OC)[C@H](C)CN(Cc1ccccc1C(=O)O)[C@H](C)CO2	7	5	-5	-1	5	·	-1.7
C[C@H]1CN([C@@H](C)CO)S(=O)(=O)c2ccc(/C=C/c3ccccc3)cc2O[C@@H]1CN(C)C(=O)c1ccncc1	-12	-2	·	·	5	-9[16.7 µM]	-1.8
COc1ccc(CCNCc2ccc(-c3ccccc3)cc2)cc1OC	-3	2	-5	7	19	-3	7.2
CCOc1ccc(Nc2nc(Cl)nc(NCCO)n2)cc1	19	·	-1	-9	·	·	·
CCCNC(=O)N1C[C@H](O)COC[C@H]2O[C@@H](CC(=O)N3CCOCC3)CC[C@@H]21	-3	13	-3	3	-23	-4[16.7 µM]	0.2
C[C@@H](NC(=O)C[C@H]1CC[C@H]2[C@@H](COC[C@@H](O)CN2C(=O)Nc2cccc(F)c2)O1)c1ccccc1	6	-1	8	-7	-68	11[16.7 µM]	1.3
Cc1cc(NC(=O)CN2CCN(C/C=C/c3ccccc3)CC2)c([N+](=O)[O-])cc1C	12	·	-9	1	·	-7	·
O=[N+]([O-])c1cc2ccccc2nc1-c1ccccc1	-3	1	-25	10	-16	-3	-0.2
COCCN(C(=O)c1cc(Cl)ccn1)c1c(N)n(Cc2ccccc2)c(=O)[nH]c1=O	4	2	-1	6	3	-14	-2.6
C[C@H]1CN([C@@H](C)CO)C(=O)c2cccc(NC(=O)c3cnccn3)c2O[C@H]1CN(C)C	-2	17	-21	·	8	12[16.7 µM]	0.5
COCc1[nH]nc2c1C(c1ccc(C)cc1)NC2=O (configuration not stated)	50*	?	-30	19	-13	·	-0.8
Cc1ccc(NC(=O)CCc2nnc3ccc(N4CCN(C)CC4)nn23)cc1F	3	4	8	9	45	2	0.4
O=S(=O)(c1ccccc1)N1CCN(c2ncccn2)CC1	19	-1	·	·	-13	-1	-1.1
CC(C)[C@H](NC(=O)OCc1ccccc1)C(=O)OCC(=O)N1CCN(c2ccc(F)cc2)CC1	-39	13	17	-2	1	·	1.0
CCc1ccccc1NCC(=O)Nc1ccc(Cl)c(C(F)(F)F)c1	8	-1	44	3	3	4	-2.9
O=Cc1ccc([B-](F)(F)F)o1	10	-4	19	2	5	·	1.7
C[C@@H]1CN([C@@H](C)CO)C(=O)c2cc(NC(=O)CCC(F)(F)F)ccc2O[C@H]1CN(C)Cc1ccncc1	4	-8	-16	·	-2	-6[16.7 µM]	-0.7
O=C(CSc1nnc(CN2CCCCC2)n1-c1ccccc1)c1ccc2c(c1)OCO2	-5	·	42	6	-1	-2	-3.5
COC1CC(=O)C2OC(c3ccccc3)OCC2O1 (configuration not stated)	6	-7	2	11	4	-24	0.2

Rewritten as labelled records: 3 of the compounds above.
O=S(=O)(c1ccccc1)N1CCN(c2ncccn2)CC1
  INS-1E GSIS act: 19 | DENV2 CPE rescue: -1 | PAX8 reporter: · | FN deposition inh: · | EWS-Fli block: -13 | miR122 inh: -1 | F508del corr: -1.1

CC(C)[C@H](NC(=O)OCc1ccccc1)C(=O)OCC(=O)N1CCN(c2ccc(F)cc2)CC1
  INS-1E GSIS act: -39 | DENV2 CPE rescue: 13 | PAX8 reporter: 17 | FN deposition inh: -2 | EWS-Fli block: 1 | miR122 inh: · | F508del corr: 1.0

CCc1ccccc1NCC(=O)Nc1ccc(Cl)c(C(F)(F)F)c1
  INS-1E GSIS act: 8 | DENV2 CPE rescue: -1 | PAX8 reporter: 44 | FN deposition inh: 3 | EWS-Fli block: 3 | miR122 inh: 4 | F508del corr: -2.9

Further structures.
SMILES	INS-1E GSIS act	DENV2 CPE rescue	PAX8 reporter	FN deposition inh	EWS-Fli block	miR122 inh	F508del corr
CNC[C@@H]1OCCCC[C@@H](C)Oc2ccc(NC(=O)c3ccccc3)cc2C(=O)N([C@H](C)CO)C[C@@H]1C	3	?	3	·	2	-3[16.7 µM]	1.3
CC(C)OC(=O)N(C)C[C@H]1OCc2cn(nn2)CCCC(=O)N([C@@H](C)CO)C[C@H]1C	6	3	·	2	2	1[16.7 µM]	2.9
CNc1cnn(-c2ccc(C)cc2)c(=O)c1Sc1ccc(C)cc1	·	9	-3	·	1	-6	0.5
COc1ccc(CC(=O)NCC2CCCN(Cc3ccc(F)c(OC)c3)C2)cc1 (configuration not stated)	-5	-4	35	6	4	-7	-4.1
O=C(CN1C(=O)CSc2ccc(S(=O)(=O)N3CCOCC3)cc21)NCc1ccc(F)cc1	14	12	13	3	-1	1	-0.3
O=C([C@@H]1[C@@H](CO)[C@@H]2Cn3c(cccc3=O)[C@@H]2N1Cc1ccccc1Cl)N1CCCCC1	3	4	4	·	-1	·	·
